# Screening data from PubChem BioAssay.
# MITF primary – human MITF inhibition, primary screen; 650,000 tested, 0.91% active; O75030; AlphaScreen MITF homodimerization, bead proximity signal; inhibition, % at 2.6 µM; in the data active = inhibition above about 50%;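 note: 0% = vehicle wells with protein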
# Target sequence (O75030 whole entry, looked up): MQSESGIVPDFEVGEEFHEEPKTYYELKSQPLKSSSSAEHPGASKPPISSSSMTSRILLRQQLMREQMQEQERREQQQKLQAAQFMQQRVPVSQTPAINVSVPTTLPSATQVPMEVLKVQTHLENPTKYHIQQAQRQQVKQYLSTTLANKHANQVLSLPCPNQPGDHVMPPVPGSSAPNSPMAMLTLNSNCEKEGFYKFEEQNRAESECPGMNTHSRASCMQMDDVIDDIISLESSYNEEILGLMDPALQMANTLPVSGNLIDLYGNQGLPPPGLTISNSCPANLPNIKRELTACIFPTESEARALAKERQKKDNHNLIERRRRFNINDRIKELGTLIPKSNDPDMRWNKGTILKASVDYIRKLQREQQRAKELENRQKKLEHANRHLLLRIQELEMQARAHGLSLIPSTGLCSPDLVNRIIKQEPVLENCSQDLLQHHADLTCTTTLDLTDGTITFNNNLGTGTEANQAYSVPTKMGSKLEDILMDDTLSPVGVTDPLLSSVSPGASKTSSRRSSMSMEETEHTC
# TEAD-YAP inh – TEAD-YAP interaction inhibition | inhibition, % at 9.12 µM | AID 1259422 | 640,000 tested, 1.4% active | HEK-TIYL cells, TEAD-Gal4/YAP UAS-luciferase luminescence; in the data active = inhibition above about 32%;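 note: 0% = median of test compound wells and 100% = reference inhibitor wells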
# FBW7 activator – activators of human E3 ligase FBW7; normalized activity (activation), % at 26.1 µM; Q969H0; 650,000 tested, 0.13% active; AlphaScreen FBW7–phospho-cyclin E peptide binding, activator screen; in the data active = normalized activity above about 1.9%;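 note: purified mutant Fbw7 with reduced substrate affinity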
# GPR151 activ – activates the human receptor GPR151; Q8TDV0; PathHunter beta-arrestin GPR151 cells, luminescence; activation, % at 11.2 µM; 650,000 tested, 1% active; in the data active = activation above about 4.9%;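 note: 0% = median of compound wells and 100% = cells with positive control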
# Target sequence (Q8TDV0 whole entry, looked up): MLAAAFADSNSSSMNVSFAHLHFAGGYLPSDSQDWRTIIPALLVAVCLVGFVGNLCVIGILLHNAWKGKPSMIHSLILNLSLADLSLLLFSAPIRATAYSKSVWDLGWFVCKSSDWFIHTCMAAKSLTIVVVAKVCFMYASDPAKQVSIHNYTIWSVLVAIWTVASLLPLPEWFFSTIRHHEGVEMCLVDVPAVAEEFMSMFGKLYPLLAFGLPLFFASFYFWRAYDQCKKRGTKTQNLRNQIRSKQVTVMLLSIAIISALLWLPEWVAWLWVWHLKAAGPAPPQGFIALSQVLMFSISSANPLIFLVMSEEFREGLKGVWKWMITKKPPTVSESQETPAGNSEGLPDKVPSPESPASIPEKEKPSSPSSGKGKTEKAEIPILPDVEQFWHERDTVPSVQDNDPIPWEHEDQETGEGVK
# * hit, by the source's call; & = joins results of further samples. Random draw from the library; 3.4% or so of the library scored in one or more.
SMILES,MITF primary,TEAD-YAP inh,FBW7 activator,GPR151 activ
O=C(Nc1cccnc1)c1cc2nc3c(c(C(F)(F)F)n2n1)CCc1ccccc1-3,12,-10,-0.1,-1.1
Cc1nn(CC(=O)NC(C)(C)C)c(=O)c2ccccc12,2,-2,0.1,-0.4
CC1CN(C(=O)c2cc(C(C)C)n(-c3nc4ccccc4s3)n2)CC(C)O1 (centres undefined),5,8,0.2,5.7*
CCOC(=O)Cc1csc(NC(=O)c2ccc(Br)o2)n1,12,-18,0.0,2.0
CCCS(=O)(=O)N1CCC(CO)(Cc2ccc(Cl)cc2)CC1,7,4,0.1,1.5
CC(=O)N1CCC(N(C(=O)Nc2ccc(C)c(C)c2)C2CCC(C)CC2)CC1 (centres undefined),6,-19,0.1,0.7
COc1ccc(CCNC(=O)C2CC(C)=C(C)CC2C(=O)O)cc1 (centres undefined),5,8,-0.1,1.1
Cc1cc(C)nc(-n2nc(C)c3cc(C(=O)c4cc(Cl)ccc4O)cnc32)n1,-10,0,0.1,-1.3
O=C(Nc1ccccc1)N1CC=C(c2ccc(F)cc2)CC1,6,-58,0.7,-1.4
O=C(CC1(O)C(=O)N(Cc2cccc3ccccc23)c2ccccc21)c1cccnc1 (centres undefined),0,-2,-0.1,-1.3
Cc1ccc(-c2nc3cc(N)ccc3o2)cc1,-3,54*,0.1,-7.5
CCC1CCCCN1CCNS(=O)(=O)c1cccc2nsnc12 (centres undefined),-9,3,0.0,4.5
CCN(CC)S(=O)(=O)c1ccc(C(=O)OCC(=O)c2ccc(OC(F)F)cc2)cc1,-1,-2,0.1,3.8
O=C(CSc1nc2ccccc2s1)Nc1nc(-c2ccccc2)cs1,5,-18,0.1,-1.3
O=C1CCc2cc(S(=O)(=O)N3CCC4(CC3)OCCO4)cc3c2N1CC3,2,-1,0.6,1.9
CCOC(=O)C1=C(C)N(CCOC)C(=O)/C1=C\c1ccccc1[N+](=O)[O-],-3,-11,-0.3,1.5
CCCNc1cc(C)nc(NCc2ccc3c(c2)OCO3)n1,11,1,0.0,-0.1
COc1cccc(C2C=C(Nc3ccccc3)C(=O)N2c2ccccc2)c1 (centres undefined),-1,-8,-0.1,1.3
Cn1c(SCC(=O)c2ccc(F)cc2)nnc1-c1ccncc1,13,-3,-0.2,-0.6
COc1cc(NC(=O)NCC(c2ccsc2)N2CCCC2)cc(OC)c1OC (centres undefined),6,12,0.0,-1.7
COc1ccc(CCNC(=O)c2ccc3nc(Nc4ccncn4)sc3c2)cc1,9,-2,0.4,2.2
Cc1ccc(C(=O)N2CCN(C(=O)CN3CCCCC3)C2)cc1,-6,-3,0.1,-0.9
CCOC(=O)C(CCCOc1ccc(OC)cc1)C(=O)OCC,-8,15,0.0,-0.9
CN1C(C(=O)NCc2cccs2)CC(c2cccs2)NS1(=O)=O (centres undefined),-14,1,-0.1,-0.4
COc1ccc2nc(NC(=O)COC(=O)C(CC(C)C)NC(=O)c3ccccc3)sc2c1 (centres undefined),2,-19,0.7,0.7
COc1ccc(-c2cccc(C(=O)NCc3ccccc3)n2)cc1,5,13,0.1,0.1
O=C(O)C1CCCN1C(=O)OCc1ccccc1 (centres undefined),-8,0,-0.1,-0.1
CC(C)(C)OC(=O)COC(=O)c1cc(=O)[nH]c2ccccc12,0,-1,-0.1,2.0
O=C(CN1CCOCC1)Nc1ccc(NC(=O)C2CC2)cc1,8,-4,0.0,0.4
c1ccc(-c2c[n+]3c(n2-c2ccccc2)SCC3)cc1,12,14,-0.1,-0.4
COc1ccc(NC(=O)CCS(=O)(=O)c2ccc3c(c2)OCC(=O)N3)c(OC)c1,-4,-1,0.0,-1.3
COc1cc(C)c(C)cc1S(=O)(=O)NCC(c1ccc(N(C)C)cc1)N(C)C (centres undefined),14,9,-0.1,-1.9
C/C(Cl)=C/CON1C(=O)C2C3C=CC(O3)C2C1=O (centres undefined),7,-8,0.0,0.9
Cc1ccc(C(NC(N)=O)c2ccccc2)cc1 (centres undefined),4,5,0.8,0.4
O=C(CNC(=O)c1ccco1)N/N=C/c1ccc(F)cc1,4,3,0.1,0.2
C=CCOc1ccc(C(=O)Nc2ccccc2C#N)cc1,8,-16,-0.2,0.6
COc1ccc(-c2ccc(N)[n+](CCCC(=O)O)n2)cc1,-6&-14,0,-0.1&0.2,2.2&-0.4
CCOC(=O)C1=C(C)N=c2s/c(=C/c3ccccc3O)c(=O)n2C1c1ccccc1 (centres undefined),-5,-15,0.0,3.9
Nc1cccc(-c2nc(C(=O)NCCc3ccc(O)cc3)cs2)c1,-11,-1,0.0,-1.0
Cc1ccc(S(=O)(=O)N2CCN(c3ncnc4c3nnn4-c3ccc(F)cc3)CC2)cc1C,-7,-4,-0.1,2.9
CC(C)(C)n1nc2c(c1NC(=O)c1ccco1)CS(=O)(=O)C2,-2,7,-0.1,0.6
O=C(CCCCCN1C(=O)c2cccc3cccc(c23)C1=O)NC1CCS(=O)(=O)C1 (centres undefined),2,-3,-0.1,-2.3
O=C(Nc1ccccc1)OCCN1C(=O)c2ccccc2C1=O,6,-14,0.1,1.9
CC(C)CCN1CCC2(CC1)CC2C(=O)Nc1cccc(N2CCNC2=O)c1 (centres undefined),-9,-1,0.0,-0.6
CCCCSc1nnc2c(n1)OC(c1ccc(Br)o1)Nc1ccccc1-2 (centres undefined),16,-7,0.0,0.7
Cc1ccc([N+](=O)[O-])c(NC2OC(CO)C(O)C2O)c1 (centres undefined),14,1,-0.1,0.2
C/C(=C\c1ccco1)CN1CCc2nnc(C(NS(C)(=O)=O)C(C)C)n2CC1 (centres undefined),-15,-11,0.0,2.5
CCCCNC(=O)CCN1C(=O)COc2ccc(C)cc21,-4,12,-0.1,0.2
CC(C)OCCCNC(=O)C(=O)Nc1cccc(Br)c1,3,-52,-0.1,-3.5
Cc1nn(C)c(C)c1-c1cccc(C(=O)Nc2ccc(Oc3ccccc3)cc2)n1,-1,-8,-0.1,0.7
COCCn1c(C)c(C(=O)O)sc1=S,0,1,-0.1,-1.0
COCCCNC(=O)c1cc2c(=O)n3cccc(C)c3nc2n(Cc2ccccc2)c1=N,8,-4,0.0,1.3
CCC(COC)NC1CCCN(c2nc(C)c3ccc(C)cc3n2)CC1 (centres undefined),10,13,0.7,-1.8
Fc1cccc(-c2nc(-c3cccs3)c(-c3cccs3)[nH]2)c1,-10,11,0.0,-0.4
COCCn1c(SCC(=O)Nc2ccc3c(c2)OCO3)nc2c(c1=O)SC(C)C2 (centres undefined),-9,-19,0.0,2.3
O=C(NCC1CCCO1)c1cc(=O)[nH]c2ccc(Br)cc12 (centres undefined),12,2,0.1,6.7*
COc1cccc([C@@H]2[C@@H](C(=O)c3ccccc3)N3c4ccc5ccccc5c4C=C[C@@H]3C2(C#N)C#N)c1,3,-10,-0.1,0.4
CC1=C(C(=O)OCC2CCCO2)C(c2ccc3c(c2)OCO3)NC(=O)N1 (centres undefined),0,7,-0.1,0.5
N#CC1=C(N)Oc2cc(O)ccc2C1c1ccccc1Br (centres undefined),10,10,0.1,-0.3
O=C(N[C@H]1C[C@H]2C(=O)N[C@@H](Cc3ccccc3)C(=O)N2C1)c1cnn(-c2ccccc2)c1C(F)(F)F,-7,4,-0.1,1.3

# Next compounds follow.
SMILES,MITF primary,TEAD-YAP inh,FBW7 activator,GPR151 activ
COc1ccc(C)cc1NC(=O)c1sc2ncn(CC(=O)Nc3ccc(C(C)C)cc3)c(=O)c2c1C,11,8,0.0,0.5
O=C(O)c1nc[nH]c1C(=O)O,5,7,-0.1,3.5
O=[N+]([O-])/C(C(Cl)=C(Cl)Cl)=C(\Nc1ccc(F)cc1)n1cncn1,-3,-1,0.0,0.5
CC(C)OC(=O)C(=O)/C=C(\Nc1ccc(N(C)C)cc1)c1ccccc1,14,-18,-0.2,-0.8
CN1CCN(S(=O)(=O)c2cc3c(cc2Cl)NC(=O)CO3)CC1,8,-6,0.3,0.4
Clc1ccccc1Cn1ncc2c(NCC3CCCO3)ncnc21 (centres undefined),-5,7,-0.1,0.8
CN(C)c1ccc(C2Nc3sc4c(c3C(=O)N2C)CCCC4)cc1 (centres undefined),3,-16,-0.1,1.5
COc1cccc(C(=O)NCC2CCCN(C(=O)CC3CCCC3)C2)c1OC (centres undefined),2,0,-0.1,-0.6
Cc1c(C(=O)N/C(N)=N/c2nc3ccccc3o2)cccc1[N+](=O)[O-],-8&3,-5&1,-0.1&0.4,2.7&0.4
Cn1cnc(S(=O)(=O)Nc2cccc(Cl)c2)c1,9,-5,0.2,0.6
Cc1c(C(=O)Nc2cccc(NC(=O)c3ccco3)c2)cccc1[N+](=O)[O-],-10,5,0.0,1.9
CCOC(=O)c1c(NC(=S)NCC2CCCO2)sc(C)c1C (centres undefined),2,-2,0.1,0.3
CC(=O)N(Cc1ccc(F)cc1)Cc1cc2cc3c(cc2[nH]c1=O)OCCO3,7,6,0.3,0.6
CCOC(=O)C1=C(C)N=c2s/c(=C\c3ccc(Cl)cc3Cl)c(=O)n2C1c1ccc(OC)cc1 (centres undefined),7,13,0.1,0.0
Cc1nc(C)c(C(=O)N2CCOc3ccc(CN4CCc5sccc5C4)cc3C2)s1,-15,2,-0.2,-1.3
CCCCC/C=N\NC(=O)Cc1ccc([N+](=O)[O-])cc1,-1,5,-0.1,4.6
Fc1cccc(NC(=S)NCc2ccccn2)c1,3,-36,0.0,-0.1
NC(=O)c1ccc(-c2nc(N)c3[nH]cnc3n2)cc1,11,-9,-0.3,0.3
O=C(OCC(=O)c1c[nH]c2ccccc12)c1ccc(S(=O)(=O)NCc2ccco2)cc1,-2,5,0.0,0.1
Cc1ccc2oc(-c3ccc(C(F)(F)F)cc3)cc(=O)c2c1,0,-27,0.1,0.8
CSc1cccc(NC(=S)N(CCN2CCCCC2)Cc2ccco2)c1,1,-7,-0.3,-1.4
CCOc1ccc(-c2nnc(SCC(=O)NCCC3=CCCCC3)nc2-c2ccc(OCC)c(OC)c2)cc1OC,-1,-1,-0.1,-0.2
COc1cc([N+](=O)[O-])ccc1NC(=S)NCCn1cc(Br)cn1,-2,10,-0.2,1.3
COc1ccc(Cl)cc1N1C(=O)C2C3C=CC(CC3)C2C1=O (centres undefined),6,4,-0.1,-1.1
O=C(Oc1ccc2ccc(=O)oc2c1)c1ccccc1Cl,-7,3,-0.1,-0.5
Nc1ccc(S(=O)(=O)N2CCCc3ccccc32)cc1,2,1,0.0,0.3
COCCNC(=O)c1c(-c2c(Cl)cccc2Cl)noc1C,-9,5,0.3,0.5
CCOC(=O)c1ccc(NC(=O)Cn2nnc(C(=O)OCC)c2C(=O)OCC)cc1,-8,-3,0.1,-1.1
CCOC(=O)CNC(=S)Nc1[nH]ncc1C(=O)OC,-4,-32,-0.5,1.1
Cc1csc(NC(=O)c2cc3cc(Br)ccc3oc2=O)n1,-14,-2,-0.1,-1.5
Cc1cccc(OCCCC(=O)Nc2ccc3c(c2)OCCO3)c1C,11,11,0.2,0.0
CCOC(=O)c1ccccc1NC(=O)c1cnn2c1NC(c1ccccc1)CC2C(F)(F)F (centres undefined),12,-13,0.4,0.2
Cc1c(N2C(=O)CS/C2=N\N=C\c2ccc(Cl)cc2)c(=O)n(-c2ccccc2)n1C,12,1,0.6,0.5
CC1(c2ccc3c(c2)OCCO3)NC(=O)N(CC(=O)N2CCc3ccccc3C2)C1=O (centres undefined),-126,12,-0.1,0.0
O=C(CCn1c(=S)[nH]c2cc3c(cc2c1=O)OCO3)NCCCN1CCN(c2ccccc2F)CC1,3,-1,0.1,0.4
Cc1cc(/C=C2/NC(=O)N(Cc3ccccc3F)C2=O)c(C)n1-c1ccncc1,-7,-3,-0.3,-1.2
COc1ccc(OC)c(NC(=O)c2ccccc2C(=O)O)c1,3,-1,0.0,2.0
CC1(C)CC(=O)C2=C(C1)N(c1ccc([N+](=O)[O-])cc1)C(N)=C(C#N)C2c1ccc2c(c1)OCO2 (centres undefined),-7,-14,0.5,1.0
Cn1c(=O)c2cc(C(=O)N3CCC4(CC3)OCCO4)sc2c2ccccc21,-1,-3,-0.2,-0.9

# Structural class: those above with a Cl atom (twelve)
SMILES,MITF primary,TEAD-YAP inh,FBW7 activator,GPR151 activ
CCCS(=O)(=O)N1CCC(CO)(Cc2ccc(Cl)cc2)CC1,7,4,0.1,1.5
Cc1cc(C)nc(-n2nc(C)c3cc(C(=O)c4cc(Cl)ccc4O)cnc32)n1,-10,0,0.1,-1.3
C/C(Cl)=C/CON1C(=O)C2C3C=CC(O3)C2C1=O (centres undefined),7,-8,0.0,0.9
O=[N+]([O-])/C(C(Cl)=C(Cl)Cl)=C(\Nc1ccc(F)cc1)n1cncn1,-3,-1,0.0,0.5
CN1CCN(S(=O)(=O)c2cc3c(cc2Cl)NC(=O)CO3)CC1,8,-6,0.3,0.4
Clc1ccccc1Cn1ncc2c(NCC3CCCO3)ncnc21 (centres undefined),-5,7,-0.1,0.8
Cn1cnc(S(=O)(=O)Nc2cccc(Cl)c2)c1,9,-5,0.2,0.6
CCOC(=O)C1=C(C)N=c2s/c(=C\c3ccc(Cl)cc3Cl)c(=O)n2C1c1ccc(OC)cc1 (centres undefined),7,13,0.1,0.0
COc1ccc(Cl)cc1N1C(=O)C2C3C=CC(CC3)C2C1=O (centres undefined),6,4,-0.1,-1.1
O=C(Oc1ccc2ccc(=O)oc2c1)c1ccccc1Cl,-7,3,-0.1,-0.5
COCCNC(=O)c1c(-c2c(Cl)cccc2Cl)noc1C,-9,5,0.3,0.5
Cc1c(N2C(=O)CS/C2=N\N=C\c2ccc(Cl)cc2)c(=O)n(-c2ccccc2)n1C,12,1,0.6,0.5
